# Bcl-B TR3 displacers = displacers of TR3 peptide from Bcl-B, primary screen, selectivity assay for Bfl-1 inhibitor project, biochemical, fluorescence polarization; FP displacement of FITC-TR3 peptide from Bcl-B; higher % means a stronger effect; one-dose displacement, % at 20 µM; IC50 in µM for titrated hits; 0.11% of 96,000 active; AID 748, 2007;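 active = displacement above 50% at 20 µM plus a fluorescence interference ratio under 1.5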;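 note: plate controls were wells without compound for no effect and wells lacking Bcl-B protein for full effect; a part of the inactive calls stands beside numbers as strong as those of hits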
# IL1B NFkB pot = enhancers of NFkB p65 translocation in HUVEC – imaging, IL-1B stimulus, high-content imaging, primary screen; AID 819, 2007; activation, % at 2 µM; HUVEC IL-1B NFkB p65 nuclear translocation imaging; 0.3% of 94,000 active;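 active = activation above 40%, about the mean plus 3 SD, also judged a hit on visual image review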;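 note: percent activation is computed from the nuclear over cytoplasmic p65 intensity ratio; values of inactives mirror those of a sister screen read the other way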
# NFkB transloc inh = inhibitors of IL-1B driven NFkB p65 nuclear import, primary screen, imaging, HUVEC, IL-1B stimulus, high-content imaging; HUVEC IL-1B NFkB p65 nuclear translocation imaging; inhibition, % at 2 µM; 0.43% of 94,000 active; AID 796, 2007;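 active = inhibition above about 30% together with a positive call from visual inspection of the well image, limit read from the data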;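 note: nuclear over cytoplasmic p65 intensity ratio measured by imaging; 0% = IL-1B stimulated DMSO wells and 100% = unstimulated DMSO wells; values of inactives mirror those of a sister screen read the other way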
# MRP resist rev = reversal of MRP1-mediated doxorubicin resistance, primary screen, H69AR cells, doxorubicin co-treatment; H69AR cells + 2 uM doxorubicin, CellTiter-Glo, 72 h; differential viability (reversal), % at 10 µM; 0.04% of 85,000 active; AID 602, 2007;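 active = viability drop by adding the cancer drug above about 55%, with treated viability meeting a 40% cutoff, limit read from the data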;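 note: viability without doxorubicin minus viability with 2 µM doxorubicin for each compound; larger differential means the compound sensitizes cells more to doxorubicin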
# PLAP inhibitors HTS = PLAP enzyme inhibitors, biochemical, luminescence, HTS (AID 690). purified PLAP, luminescent substrate; higher % means a stronger effect. one-dose inhibition, % at 20 µM; IC50 in µM for titrated hits. Alkaline phosphatase, placental type (Homo sapiens). 0.08% of 96,000 active; in the data active = a potency from the dose series; inactive = the rest, 99 in 100 with inhibition below about 30%; note: strong numbers were not always called active
# MRP resist rev cytotoxicity = recorded beside MRP resist rev, whose call it bears; viability, %; H69AR cells, CellTiter-Glo, 72 h; measured here: cytotoxicity without doxorubicin
# MRP resist rev with doxorubicin = recorded beside MRP resist rev, whose call it bears; viability, %; measured here: viability with 2 uM doxorubicin; hits give low values
# NFkB transloc inh cell count 2 µM = further read-out of NFkB transloc inh, marked with its call; cell count; measured here: cells passing quality filter;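 raw number of nuclei counted in each imaged well without normalization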
# IL1B NFkB pot cell count 2 µM = second read-out of IL1B NFkB pot, no call of its own (marks repeat the call); cell count; measured here: cells passing quality filter
# Numbers without * were called inactive; · = no result given. Not all compounds are listed. The share of hits here may be higher or lower than overall.
SMILES,Bcl-B TR3 displacers,IL1B NFkB pot,IL1B NFkB pot cell count 2 µM,NFkB transloc inh,NFkB transloc inh cell count 2 µM,MRP resist rev,MRP resist rev cytotoxicity,MRP resist rev with doxorubicin,PLAP inhibitors HTS
COCC(=O)Nc1ccc(S(=O)(=O)NCCc2ccccc2)cc1,-1%,25,92,-25,92,6,100,95,-7%
CNC(=O)c1c[nH]n2c(=O)c(Cc3ccccc3F)c(C)nc12,18%,2,212,-2,212,14,96,81,-15%
Fc1ccc2c(c1)C(c1ccncc1)=NNC(c1cccnc1)=N2,1%,2,119,-2,119,·,·,·,-3%
CCc1ccc(N(C(=O)Cc2cccs2)C(C(=O)NC2CCCCC2)c2cn(C)nc2C)cc1 (configuration not stated),-6%,6,95,-6,95,·,·,·,-31%
Cc1cc2cc(CN(Cc3ccco3)C(=O)C3CCCCC3)c(=O)[nH]c2cc1C,-5%,-7,110,7,110,-19,16,35,14%
Cc1ccccc1NC(=O)Cc1c(O)c2ccccc2[nH]c1=O,4%,15,174,-15,174,·,·,·,21%
CCOc1ccc(S(=O)(=O)Nc2ccc(S(=O)(=O)N3CCCCC3)cc2)cc1,-8%,·,·,·,·,5,89,84,-25%
Brc1ccc(Oc2ncc(CN3CCOCC3)s2)cc1,-9%,1,162,-1,162,·,·,·,-18%
CN(CCc1ccccn1)S(=O)(=O)c1ccc(F)cc1,-15%,27,110,-27,110,2,89,87,-9%
Nc1nc2nc(SCC(=O)N3CCCc4ccccc43)[nH]c2c(=O)[nH]1,4%,9,120,-9,120,·,·,·,-64%
COC(=O)C1C2C=CC3(CN(Cc4cccs4)C(=O)C13)O2 (configuration not stated),8%,1,166,-1,166,7,97,89,-14%
CCOC(=O)c1c(C)n(C)c2ccc(OC)c(NC(=O)CCN3CCSCC3)c12,10%,-14,57,14,57,-4,89,92,-55%
CCc1c(C)nc(SCC(=O)c2ccc(C)c(C)c2)[nH]c1=O,-3%,5,168,-5,168,11,108,97,12%
Cc1[nH]c(=O)[nH]c(=O)c1S(=O)(=O)N1CCCC1,3%,-3,121,3,121,·,·,·,20%
COc1ccc(-c2nnc(-c3cccnc3)o2)cc1,11%,8,168,-8,168,-1,91,93,12%

# Part of the list above, reduced to MRP resist rev and NFkB transloc inh:
SMILES | MRP resist rev | NFkB transloc inh
Fc1ccc2c(c1)C(c1ccncc1)=NNC(c1cccnc1)=N2 | · | -2
CCc1ccc(N(C(=O)Cc2cccs2)C(C(=O)NC2CCCCC2)c2cn(C)nc2C)cc1 (configuration not stated) | · | -6
CNC(=O)c1c[nH]n2c(=O)c(Cc3ccccc3F)c(C)nc12 | 14 | -2
COc1ccc(-c2nnc(-c3cccnc3)o2)cc1 | -1 | -8

# Returning to the listing; the 2 compounds before the break are reprinted first.
SMILES,Bcl-B TR3 displacers,IL1B NFkB pot,IL1B NFkB pot cell count 2 µM,NFkB transloc inh,NFkB transloc inh cell count 2 µM,MRP resist rev,MRP resist rev cytotoxicity,MRP resist rev with doxorubicin,PLAP inhibitors HTS
Cc1[nH]c(=O)[nH]c(=O)c1S(=O)(=O)N1CCCC1,3%,-3,121,3,121,·,·,·,20%
COc1ccc(-c2nnc(-c3cccnc3)o2)cc1,11%,8,168,-8,168,-1,91,93,12%
CCCCN(C(=O)NC(=O)Nc1nc2ccc(OC)cc2s1)S(C)(=O)=O,-10%,-7,141,7,141,·,·,·,14%
O=C1CC(Nc2ccccc2)C(=O)N1c1ccc(N2CCOCC2)cc1 (configuration not stated),-6%,-8,110,8,110,7,95,88,0%
Cc1cccc(NC(=O)c2ccccc2O)c1C,-8%,6,155,-6,155,-12,53,65,5%
Nc1ccc(Sc2cnn(-c3ccccc3)c(=O)c2Cl)cc1,-12%,13,169,-13,169,·,·,·,19%
NC(=O)CSc1nnc(-c2ccc(S(=O)(=O)N3CCCC3)cc2)n1CC1CCCO1 (configuration not stated),-17%,0,166,0,166,1,96,95,14%
CCN(CC)C(=O)Cn1nc(-c2ccccc2O)nc1SCC(=O)Nc1ccc(OC)cc1,-1%,12,92,-12,92,-14,35,49,-12%
O=C(Nc1ccc(Cl)c([N+](=O)[O-])c1)c1ccc(NCCCN2CCOCC2)c([N+](=O)[O-])c1,-74%,-4,178,4,178,·,·,·,10%
CS(=O)(=O)N(CC(=O)Nc1ccccc1)Cc1ccc(Cl)cc1,-6%,4,182,-4,182,10,98,89,19%
O=c1c2c3c(sc2nc2n1CCCC2)CCCCC3,0%,10,185,-10,185,7,91,84,-10%
COc1cc(NC(=O)c2ccccc2)c(OC)cc1NC(=O)CN1CCOCC1,2%,6,156,-6,156,-3,89,92,-25%
COCCCn1c(SCC(=O)N2CC(=O)Nc3ccccc32)nnc1-c1ccoc1C,-5%,-8,69,8,69,4,94,90,-42%
CCN(CC)C(=O)C1CCCN(c2ccc([N+](=O)[O-])cc2/C=N/NC(=O)c2cccc([N+](=O)[O-])c2)C1 (configuration not stated),0%,-4,137,4,137,·,·,·,-28%
CCOc1ccc(C(C)C)cc1S(=O)(=O)n1nc(C)cc1C,-12%,7,84,-7,84,-23,50,73,-34%
CCn1nc(C(=O)Nc2ccc(C)c(C)c2)c(Cl)c1Cl,3%,·,·,·,·,·,·,·,6%
CCC(C)NC(=O)C1CC(c2ccc(OC)cc2)=NO1 (configuration not stated),-1%,3,178,-3,178,-20,100,120,-2%

# By substructure, the compounds so far with a nitro group on carbon (2)
SMILES,Bcl-B TR3 displacers,IL1B NFkB pot,IL1B NFkB pot cell count 2 µM,NFkB transloc inh,NFkB transloc inh cell count 2 µM,MRP resist rev,MRP resist rev cytotoxicity,MRP resist rev with doxorubicin,PLAP inhibitors HTS
O=C(Nc1ccc(Cl)c([N+](=O)[O-])c1)c1ccc(NCCCN2CCOCC2)c([N+](=O)[O-])c1,-74%,-4,178,4,178,·,·,·,10%
CCN(CC)C(=O)C1CCCN(c2ccc([N+](=O)[O-])cc2/C=N/NC(=O)c2cccc([N+](=O)[O-])c2)C1 (configuration not stated),0%,-4,137,4,137,·,·,·,-28%

# Next section
SMILES,Bcl-B TR3 displacers,IL1B NFkB pot,IL1B NFkB pot cell count 2 µM,NFkB transloc inh,NFkB transloc inh cell count 2 µM,MRP resist rev,MRP resist rev cytotoxicity,MRP resist rev with doxorubicin,PLAP inhibitors HTS
CCc1ccc(N(C(=O)c2ccco2)C(C(=O)NC2CCCC2)c2ccco2)cc1 (configuration not stated),·,-11,113,11,113,-27,52,79,·
COc1cccc(C(=O)/C=C/c2ccc(SC)cc2)c1,0%,·,·,·,·,·,·,·,26%
COc1cccc(-n2c(SCc3c(C)noc3C)nnc2-c2cccc(S(=O)(=O)N(C)C)c2)c1,1%,4,165,-4,165,2,80,79,-57%
COc1ccc(-n2c(Cc3cccn3C)nnc2SCC(=O)Nc2cccc(Cl)c2)cc1,-45%,5,56,-5,56,2,82,81,-51%
C#CCOc1ccc(Cl)cc1/C=N/O,17%,16,88,-16,88,7,88,81,1%
Cc1ccc(-n2c(Cc3cccn3C)nnc2SCC(=O)Nc2cc(C)on2)cc1,-12%,·,·,·,·,6,92,86,4%
O=C(COc1cccc2cccnc12)N/N=C1\SCC(=O)N1Cc1ccccc1,-1%,-1,152,1,152,·,·,·,-69%
CC1(C)CC(=O)c2cc(OCC(=O)N3CCCCCC3)ccc2O1,-9%,-7,161,7,161,17,104,87,-18%
O=C(NCC1CCCCC1)C12CN(Cc3ccccc3)CC1C(c1cccc([N+](=O)[O-])c1)=NO2 (configuration not stated),0%,9,201,-9,201,·,·,·,-29%
O=C(Nc1cccnc1)C1(c2ccc(Cl)cc2)CCCC1,1%,-1,69,1,69,12,98,86,15%
CCCOc1ccc2c(=O)c(-c3cc(C(=O)OC)oc3C)c(C)oc2c1,2%,0,122,0,122,·,·,·,-28%
Cc1ccc(CNC(=O)CCS(=O)(=O)c2ccc(Br)s2)cc1,30%,12,187,-12,187,2,106,104,-19%
CNC(=O)c1ccc(Oc2ccc(C(=O)NC)cc2)cc1,-42%,-4,140,4,140,23,111,88,-8%
O=C(c1cc(-c2ccco2)nn1-c1cccc(Cl)c1)N1CCCCC1,9%,-2,135,2,135,-3,88,92,-35%
CC(C)CC(=O)N/C(N)=N/c1nc2ccccc2s1,5%,12,183,-12,183,3,74,71,-70%
Cc1cc2c(C)nc3ccccc3c2o1,·,-2,113,2,113,21,98,77,·
CNC(=S)NNC(=O)c1sccc1OCc1cccc(C(F)(F)F)c1,0%,6,155,-6,155,·,·,·,-17%
Cc1cccc(C)c1OCc1nnc(SCC(=O)Nc2nccs2)o1,0%,20,180,-20,180,7,102,95,6%
CCn1c(SCC(=O)Nc2ccc(N(C)C)cc2)nnc1-c1cccc(C)c1,2%,14,133,-14,133,·,·,·,-64%
CC(C)(C)OC(=O)NCCc1nnc(SCC(=O)Nc2cccc(Cl)c2)o1,4%,-1,55,1,55,4,92,88,-1%
CCOC(=O)/C(=C/Nc1ccccc1)[N+](=O)[O-],7%,-8,141,8,141,-11,82,93,3%
CCN(CCCNC(=O)CCCN1C(=O)COc2ccc(C)cc21)c1cccc(C)c1,9%,9,112,-9,112,-5,86,91,-48%
CN(C)S(=O)(=O)c1ccc(N2CCCC2)c(C(=O)Nc2ccccc2N2CCOCC2)c1,14%,·,·,·,·,13,100,87,-59%
CCOC(=O)C1CCc2sc(N)c(C#N)c21 (configuration not stated),2%,1,91,-1,91,15,98,82,-10%
CN(C)CC(=O)Nc1nc(-c2ccccc2)cs1,23%,·,·,·,·,8,102,94,22%
Cc1ccc(C(C(=O)NC2CCCCC2)N(Cc2ccco2)C(=O)C2COc3ccccc3O2)o1 (configuration not stated),1%,1,152,-1,152,2,98,96,-24%
COc1ccccc1N1CCN(C(CNS(=O)(=O)c2ccccc2)c2cccnc2)CC1 (configuration not stated),-2%,-5,55,4,55,-2,83,84,-60%
Cc1c(C(=O)NC2CCCc3ccccc32)oc2ccc(S(=O)(=O)N3CCOCC3)cc12 (configuration not stated),-13%,14,162,-14,162,-2,38,39,-2%
Fc1ccc(COc2ccc(Cl)cc2/C=N/Nc2nc(N3CCCC3)nc(N3CCCC3)n2)cc1,-8%,-7,142,7,142,·,·,·,22%
COC(=O)[C@H](Cc1ccccc1)NC(=O)NCc1ccccc1OC,2%,18,164,-18,164,-5,84,89,27%
COC(=O)CSc1nnc(-c2cccc(NC(=O)c3ccc(C)cc3)c2)n1C,-1%,10,206,-10,206,1,102,101,-73%
CC(=O)CC1(C)OC(N)=C(C#N)C1(C#N)C#N (configuration not stated),12%,12,142,-12,142,-2,92,94,-2%

# 7 records drawn at random from those above:
SMILES,Bcl-B TR3 displacers,IL1B NFkB pot,IL1B NFkB pot cell count 2 µM,NFkB transloc inh,NFkB transloc inh cell count 2 µM,MRP resist rev,MRP resist rev cytotoxicity,MRP resist rev with doxorubicin,PLAP inhibitors HTS
CN(C)S(=O)(=O)c1ccc(N2CCCC2)c(C(=O)Nc2ccccc2N2CCOCC2)c1,14%,·,·,·,·,13,100,87,-59%
Cc1ccc(CNC(=O)CCS(=O)(=O)c2ccc(Br)s2)cc1,30%,12,187,-12,187,2,106,104,-19%
O=C(COc1cccc2cccnc12)N/N=C1\SCC(=O)N1Cc1ccccc1,-1%,-1,152,1,152,·,·,·,-69%
CN(C)CC(=O)Nc1nc(-c2ccccc2)cs1,23%,·,·,·,·,8,102,94,22%
CCOc1ccc(C(C)C)cc1S(=O)(=O)n1nc(C)cc1C,-12%,7,84,-7,84,-23,50,73,-34%
CNC(=S)NNC(=O)c1sccc1OCc1cccc(C(F)(F)F)c1,0%,6,155,-6,155,·,·,·,-17%
CCc1c(C)nc(SCC(=O)c2ccc(C)c(C)c2)[nH]c1=O,-3%,5,168,-5,168,11,108,97,12%
